PLCb3 inh: human PLC-beta3 inhibitors, primary screen, biochemical, fluorescence; inhibition, % at 12.2 µM; Purified PLC-beta3, fluorogenic substrate; AID 720704, 2013; 1-phosphatidylinositol 4,5-bisphosphate phosphodiesterase beta-3 (Homo sapiens), Q01970; hit rate 0.18% among 370,000; in the data active = inhibition above about 11%;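 also: 0% = median of compound wells on plate and 100% = full blocker control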
HGIII-sPLA2 inh: human group III sPLA2 inhibitors, primary screen, biochemical, QFRET, BODIPY PC-A2 liposome substrate; Group 3 secretory phospholipase A2 (Homo sapiens), Q9NZ20; QFRET BODIPY PC-A2 liposome hydrolysis, fluorescence; inhibition, % at 12.2 µM; hit rate 0.56% among 370,000;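 active = inhibition above mean plus 3 SD of compounds lying within the high and low control bounds, cut at about 19% in these data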;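 also: 0% = median of test compound wells and 100% = no enzyme DMSO wells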
Target sequence (Q9NZ20 whole entry, looked up): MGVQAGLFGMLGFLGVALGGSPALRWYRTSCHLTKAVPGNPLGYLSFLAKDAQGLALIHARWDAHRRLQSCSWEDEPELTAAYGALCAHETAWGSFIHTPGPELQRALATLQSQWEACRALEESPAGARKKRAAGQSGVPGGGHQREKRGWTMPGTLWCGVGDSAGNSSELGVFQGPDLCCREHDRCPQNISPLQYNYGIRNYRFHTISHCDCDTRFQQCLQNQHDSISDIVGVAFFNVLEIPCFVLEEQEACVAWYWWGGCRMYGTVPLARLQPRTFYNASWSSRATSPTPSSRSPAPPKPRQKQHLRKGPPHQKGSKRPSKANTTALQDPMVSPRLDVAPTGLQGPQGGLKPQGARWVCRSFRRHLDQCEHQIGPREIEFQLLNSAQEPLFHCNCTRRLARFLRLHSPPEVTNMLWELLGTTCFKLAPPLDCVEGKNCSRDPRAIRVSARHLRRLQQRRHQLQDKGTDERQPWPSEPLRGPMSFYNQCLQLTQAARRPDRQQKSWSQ
UHRF1 binding: UHRF1 methylated DNA binding inhibitors, primary screen, counter-screen for MBD2 inhibitor project, biochemical, TR-FRET, human UHRF1, single concentration | E3 ubiquitin-protein ligase UHRF1 (Homo sapiens), Q96T88 | UHRF1 binding to methylated oligo | hit rate 0.75% among 370,000 | inhibition, % at 4.4 µM; in the data active = inhibition above about 21%;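 also: UHRF1 SRA domain binding a hemimethylated CpG hairpin DNA probe; 0% = median of test compound wells and 100% = reference inhibitor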
Tn7 DDE FP: inhibitors of Tn7 peptide binding to fibrin DD(E), primary screen, biochemical, fluorescence polarization, human fibrin, Tn7 probe. Fibrinogen beta chain (Homo sapiens), P02675. FP displacement of FITC-Tn7 peptide from fibrin DD(E); 0% = median of compound wells per plate. inhibition, % at 8.3 µM. hit rate 0.13% among 370,000;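 active = inhibition above the mean of compounds falling within the control limits plus 3 SD of them, cut at about 14% in these data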;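 also: 0% = plate median of compound wells and 100% = 10 µM Aha-Tn7 peptide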
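Test system: human clot-derived fibrin DD(E) complex / Quantity: 2 µM final DD(E) protein / Incubation: 10 min plus 3 h, room temperature / Measured by: fluorescence polarization / Benchmarks: high control of 10 µM Aha-Tn7 peptide / Replicates: singlicate testing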
ARFGAP1 inh: inhibitors of rat ARFGAP1 GAP activity, primary screen, biochemical, fluorescence polarization, GDP tracer; ADP-ribosylation factor GTPase-activating protein 1 (Rattus norvegicus), Q62848; Arfgap1-stimulated ARF1 GTP hydrolysis, GDP FP detection; inhibition, % at 16.5 µM; hit rate 0.26% among 360,000; AID 651572, 2012;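 active = inhibition above a per-plate limit, mean inhibition of low control wells plus 3 SD, cut at about 25% in these data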;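 also: 0% = DMSO wells with enzyme and 100% = wells lacking Arfgap1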
Target sequence (Q62848 1-136 limits assumed): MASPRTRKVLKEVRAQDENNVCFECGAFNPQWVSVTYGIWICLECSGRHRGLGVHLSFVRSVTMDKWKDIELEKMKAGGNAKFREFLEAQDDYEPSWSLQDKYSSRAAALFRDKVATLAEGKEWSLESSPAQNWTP
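Material: rat Arfgap1 catalytic domain, aa 1-136; also added: human ARF1(Δ1-17)-GTP substrate; compound dosing: one concentration, 16.5 µM, DMSO 1.26%; incubation: GTP hydrolysis reaction 2 h at 25 °C; measured by: Tracer-displacement fluorescence polarization with EDTA stop, 620/688 nm; evaluation: % inhibition from polarization; repeats: one replicate per compound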
PLCg1 inh: PLC-gamma1 enzyme inhibitors, primary screen, biochemical, fluorescence, purified enzyme | hit rate 0.84% among 370,000 | fluorogenic substrate | inhibition, % at 12.2 µM; in the data active = inhibition above about 9.5%
NR1D1 modulator: modulators of Rev-erb alpha DNA binding, primary screen, biochemical, FITC-DNA, fluorescence polarization, uHTS | Nuclear receptor subfamily 1 group D member 1 (Homo sapiens), P20393 | activity, % at 10 µM | Rev-erbα–FITC-DNA binding, 90 min | AID 1259318, 2017 | hit rate 0.79% among 370,000;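 active = activity above about 14%, limit read from the data; passing the limit was not always enough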;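 also: 0% = DMSO wells with 35 nM protein and 100% = DMSO wells with 750 nM protein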
ASAP1 GAP inh: inhibitors of human ASAP1 ArfGAP activity, primary screen, biochemical, fluorescence polarization; AID 624377, 2012; ASAP1-stimulated ARF1 GTP hydrolysis, GDP FP detection; hit rate 0.19% among 360,000; Arf-GAP with SH3 domain, ANK repeat and PH domain-containing protein 1 (Homo sapiens), …; inhibition, % at 16.5 µM; in the data active = inhibition above about 25%;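 also: 0% = vehicle with enzyme and substrate and 100% = no enzyme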
Target sequence (Q9ULH1 325-724 limits assumed): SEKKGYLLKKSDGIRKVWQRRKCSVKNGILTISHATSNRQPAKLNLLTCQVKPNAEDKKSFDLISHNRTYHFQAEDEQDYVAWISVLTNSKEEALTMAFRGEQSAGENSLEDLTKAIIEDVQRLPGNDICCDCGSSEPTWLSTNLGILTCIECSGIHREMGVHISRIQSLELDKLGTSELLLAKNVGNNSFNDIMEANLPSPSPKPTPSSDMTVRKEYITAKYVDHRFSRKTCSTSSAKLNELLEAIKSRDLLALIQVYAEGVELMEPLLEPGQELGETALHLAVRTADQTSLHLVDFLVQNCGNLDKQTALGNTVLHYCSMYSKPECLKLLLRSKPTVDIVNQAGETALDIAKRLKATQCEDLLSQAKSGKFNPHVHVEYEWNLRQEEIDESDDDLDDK
DDE Tn6 FP inh: inhibitors of Tn6 peptide binding to fibrin DD(E), primary screen, biochemical, fluorescence polarization, human fibrin, Tn6 probe; Fibrin DD(E) TRITC-Tn6 fluorescence polarization displacement; inhibition, % at 8.3 µM; hit rate 0.21% among 370,000;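 active = inhibition above a per-campaign cutoff: mean of compounds within control limits plus 3 SD, cut at about 15% in these data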;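 also: 0% = median of all compound wells on the plate and 100% = blocking peptide control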
proKLK7 act: proKLK7 zymogen activators, primary screen, biochemical, fluorescence intensity | Kallikrein-7 (Homo sapiens), P49862 | purified proKLK7, EDANS-DABCYL substrate fluorescence; 100% is mature enzyme control, 0% vehicle | activation, % at 7 µM | hit rate 0.9% among 370,000;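 active = activation above the mean of all tested compounds plus 3 SD, computed per campaign excluding outliers beyond control limits, cut at about 13% in these data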
Active calls of the source: *; x = not tested or not shown; & = joins results of further samples.

SMILES	PLCb3 inh	HGIII-sPLA2 inh	UHRF1 binding	Tn7 DDE FP	ARFGAP1 inh	PLCg1 inh	NR1D1 modulator	ASAP1 GAP inh	DDE Tn6 FP inh	proKLK7 act
CSc1sc(C(=O)O)c2c1C(=O)CCC2	0	-2	0	2	-16	0	1	-6	2	-0.1
CCCCOC(=O)c1ccc(OC(=O)c2cccnc2)cc1	-2	-6	1	-2	-8	-1	0	-1	6	0.7
O=C(O)c1ccc(C=NN=C2c3ccccc3-c3ccccc32)cc1	2	0	1	2	-4	0	1	-18	-5	0.2
CC(=O)c1cccc(OCC(=O)N(C)CC(=O)Nc2ccc(F)cc2)c1	-5	-4	4	-5	-1	2	0	3	0	0.2
Cc1ccc(O)c(NC2=C(Cl)C(=O)N(Cc3ccccc3)C2=O)c1	-13	-3	-1	-6	-6	-10	5	5	1	0.2
Cc1cccc(C(=O)Nc2ccc(O)cc2C(=O)O)c1	2	-1	-1	-4	6	2	2	-7	-5	1.0
CC(C)Oc1ccc(OCCCN2CCCCCC2)cc1	3	4	-2	8	-6	0	-2	-9	-1	0.2
Cc1nn(C)cc1/C=N\NC(=O)c1csc2c1CCCC2	-1	-7	-3	-6	-4	-1	1	-21	7	0.0
CC1=NN(c2ccc(F)cc2)C(=O)C1C(c1cccc(O)c1)c1c(C)[nH]n(-c2ccc(F)cc2)c1=O (stereo unspecified)	12*	-1	19	4	16	18*	-3	2	3	0.5
COc1ccc(C2=Nc3ccccc3NC(=O)C2N(CCc2ccccc2)C(=O)c2cccs2)cc1 (stereo unspecified)	-2	-4	-2	2	7	-6	-2	27*	-6	-0.6
C[C@@H]1CN([C@H](C)CO)C(=O)c2c(c3ccccc3n2C)-c2ccccc2CO[C@H]1CN(C)Cc1ccc2c(c1)OCCN2C	1	3	-2	5	3	0	-3	3	-4	-0.1
CCc1noc(C)c1C(=O)N(CC)CC(=O)Nc1ccccc1C(F)(F)F	-3	4	-2	3	9	2	6	-8	3	0.1
CSc1ccc(OC2(C)CCN(Cc3ccccc3)C2)cc1 (stereo unspecified)	2	8	-1	5	7	1	-11	-2	5	0.6
CCC1=NN(C(=O)Cc2ccc(OC)c(OC)c2)C(O)(C(F)(F)F)C1 (stereo unspecified)	-1	11	5	5	13	0	3	-1	4	-0.3
COc1ccccc1C(=O)NC(CCSC)C(=O)N1CCC(Cc2ccccc2)CC1 (stereo unspecified)	-3	-9	-2	11	-9	4	-1	-27	-4	0.6
Cn1c2c(c(=O)c3ccccc31)CCC(C)(C)O2	-1	8	2	-6	7	-2	1	2	7	0.1
Nc1c(-c2ccccc2)cnn1C1CCS(=O)(=O)C1 (stereo unspecified)	1	0	-1	1	-11	1	-4	-2	10	-0.5
CCOCC(=O)Nc1ccc(S(=O)(=O)Nc2nccs2)cc1	-8	6	2	-2	-12	3	1	2	-2	-0.1
O=S1(=O)CC(N2CCSCC2)CN1Cc1cn(Cc2cccc(Cl)c2)nn1 (stereo unspecified)	2	6	2	1	0	2	4	-13	-5	0.1
CC(=O)Nc1ccc(-c2ccnc3c2CC(C)(C(=O)Nc2ccc(Cl)c(C(F)(F)F)c2)O3)cc1 (stereo unspecified)	0	-25	1	0	12	0	-4	16	2	0.6
CC(C)c1ccc(/C=C/C(=O)NC2CCCCC2)cc1	2	-5	-2	0	9	1	-8	14	6	0.5
COc1ccc(N=C2SC(CC(=O)Nc3ccccc3OC)C(=O)N2Cc2ccco2)cc1 (stereo unspecified)	2	-20	1	2	0	2	0	8	9	-0.3
CCOC(=O)c1nc2cc3n(c(CC(C)C)c-2c1C)CC(C)=C3C	-265	-6	-5	0	16	-191	-3	5	5	-5.0
C[C@@H](CN=[N+]=[N-])CN1CC[C@H](C(C)(C)C)CCC1=O	4	3	-2	-5	-2	0	-2	-9	-2	0.5
COc1ccc(CNC(=O)CSc2nnc(NC(=O)c3ccccc3F)s2)cc1	-9	3	-1	2	6	-1	2	-5	5	0.0
Fc1ccccc1C1c2[nH]c3ccccc3c2CCN1CCCn1cccn1 (stereo unspecified)	-36	-11	5	8	5	-21	4	-10	1	3.5
CC(C)(c1ccccc1)c1ccc(OCCN)cc1	1	24*	4	-6	-3	5	7	-6	-6	-0.3
COCc1cc(CN(C)C(=O)c2oc3c(F)cccc3c2C)[nH]n1	-2	0	-2	3	-4	2	-2	-7	6	0.3
CCN1CCN(CCC(=O)Nc2ccc3c(c2)OCO3)CC1	9	16	4	-1	-2	13*	8	1	0	-0.5
C=CCNc1nc(N)c([N+](=O)[O-])c(NCCO)n1	-1	12	5	4	-5	8	-8	-11	-1	-0.1
CCN(CC)CC#CCC(O)(c1ccccc1)C1CCCCC1 (stereo unspecified)	0	-9	0	-1	3	-1	2	18	-10	0.7
COc1ccc(/C=N/NC(N)=S)cc1OC(=O)c1cccc2ccccc12	1	-6	-3	3	0	3	1	12	-4	-0.5
COC(=O)[C@@H]1C[C@@H]2CC[C@@H](O)C[C@@H]2N1Cc1ccc(Cl)cc1	-15	0	-1	-3	4	-8	6	1	-3	0.4
COC(=O)c1ccc(OCCOc2ccccc2C)cc1	-2	8	3	2	-1	0	-4	-11	7	0.0
CC(C)C(NC(=O)c1ccccc1NC(=O)C(C)(C)C)C(=O)N1CCOCC1 (stereo unspecified)	-1	8	1	-3	4	-1	-5	6	2	-0.3
CC1(C(=O)NCc2cccnc2)CCN1C(=O)Cc1cccs1 (stereo unspecified)	1	-2	0	-2	-9	0	-5	-11	4	-0.1
CC(C)C[C@@]12C(=O)N(c3cccc(Br)c3)C(=O)N1[C@H](c1ccc(F)cc1)[C@@H]1C(=O)N(C3CCCCC3)C(=O)[C@@H]12	3	5	1	4	-4	2	8	-14	4	0.0
CCN(C)C(=O)Oc1cccc([C@H](C)N(C)C)c1	3	-1	-1	-1	x	2	3	x	2	-0.2
COc1cc(/C=N/Nc2nc(=O)[nH]nc2C)ccc1O	-4	4	-3	-1	1	3	1	-7	-1	-0.5
CN1CCc2c(sc(NC(=O)CS(=O)(=O)c3ccc(F)cc3)c2C(N)=O)C1	-11	5	2	-2	-1	-9	6	-4	0	-0.1

Sorted by molecular weight (largest number first): part of the list above
SMILES	PLCb3 inh	HGIII-sPLA2 inh	UHRF1 binding	Tn7 DDE FP	ARFGAP1 inh	PLCg1 inh	NR1D1 modulator	ASAP1 GAP inh	DDE Tn6 FP inh	proKLK7 act
CN1CCc2c(sc(NC(=O)CS(=O)(=O)c3ccc(F)cc3)c2C(N)=O)C1	-11	5	2	-2	-1	-9	6	-4	0	-0.1
CCOC(=O)c1nc2cc3n(c(CC(C)C)c-2c1C)CC(C)=C3C	-265	-6	-5	0	16	-191	-3	5	5	-5.0
CCN(CC)CC#CCC(O)(c1ccccc1)C1CCCCC1 (stereo unspecified)	0	-9	0	-1	3	-1	2	18	-10	0.7
C=CCNc1nc(N)c([N+](=O)[O-])c(NCCO)n1	-1	12	5	4	-5	8	-8	-11	-1	-0.1

(list continues)
SMILES	PLCb3 inh	HGIII-sPLA2 inh	UHRF1 binding	Tn7 DDE FP	ARFGAP1 inh	PLCg1 inh	NR1D1 modulator	ASAP1 GAP inh	DDE Tn6 FP inh	proKLK7 act
Cc1cccc(C(=O)NC2CCN(CC(=O)NCc3ccccc3F)CC2)c1	-5	3	-2	2	7	-3	-1	2	-1	-0.2
Cc1cc(C)n(CCc2nc(-c3cc4ccccc4o3)cs2)n1	-1	-14	-2	2	12	2	0	12	-7	0.1
Cc1c(C(=O)Nc2ccccn2)oc2c(Cl)cccc12	-7	9	-1	5	-1	1	3	-1	5	-0.2
COc1ccc(Cl)cc1S(=O)(=O)NC(C)C(=O)NCCN1CCOCC1 (stereo unspecified)	-4	5	-1	0	-13	-2	-4	5	-1	-0.5
COC(=O)c1cc(NC(=O)CN2CCN(C(C)=O)CC2)cc(C(=O)OC)c1	1	3	-3	3	2	2	-3	-1	1	0.1
CC1C(=O)N(Cc2cn(Cc3ccco3)nn2)CCS(=O)(=O)N1Cc1ccc(-c2ccncc2)cc1 (stereo unspecified)	-3	-7	-1	3	0	-6	-16	-1	1	0.3
COc1ccc(N2CCN(C(=O)C34CCC(C)(C(=O)C3)C4(C)C)CC2)cc1 (stereo unspecified)	1	6	0	4	-2	3	-4	-3	5	-0.4
CCCCOc1ccc(C(=O)NNC(=O)c2cnccn2)cc1OC	0	-9	-3	0	3	-2	-2	4	6	0.5
Cc1c(-c2csc(N)n2)c2ccccc2n1C	-18	20*	-1	1	3	-2	-1	2	-3	-0.8
C[C@@H]1CN([C@@H](C)CO)S(=O)(=O)c2ccc(Br)cc2O[C@@H]1CN(C)S(=O)(=O)c1cn(C)cn1	2	5	-1	2	1	3	2	-17	0	0.4
COc1ccc(/C=C2/CCCC(C(=O)C(F)(F)F)=C2O)cc1OC	-34	3	1	5	1	-20	-3	-1	-7	-0.7
COc1ccc2cc1Oc1ccc(cc1)C[C@H]1c3c(cc4c(c3Oc3cc5c(cc3OC)CCN(C)[C@@H]5C2)OCO4)CCN1C	-20	9	2	2	9	-13	6&0	-6	-4	0.1
N#CCc1ccc(NC(=O)CSc2nnc(C3CC3)n2C2CC2)cc1	1	-9	6	-1	-4	-3	3	-8	1	-0.8
CC(=O)NCCOc1nc(N(C)C)nc(N2CCCCC2)n1	1	0	-2	2	-7	6	-1	-7	3	0.1
O=C(Nc1ccc(F)cc1F)C1(c2cccs2)CCOCC1	-8	9	17	-5	-1	2	-3	-11	-11	-0.1
Cc1ccc(C2=NOC(C)(c3nnc(-c4ccc(F)cc4)o3)C2)cc1 (stereo unspecified)	-2	4	-6	6	0	-5	-4	10	4	0.4
CCC(C)(C)C(=O)Nc1ccc(C(N)=O)cc1	3	11	-4	-5	0	3	-1	14	-5	-0.8
CC(C)OC(=O)CSc1nnc(-c2ccc(O)cc2)n1Cc1ccccc1	1	-18	-2	1	-3	0	4	5	5	0.1

Compound activity deposited in PubChem by several laboratories.
